Assay outcomes as filed in PubChem BioAssay.
Mtb UGM inh: inhibitors of M. tuberculosis UDP-galactopyranose mutase; purified UGM, fluorescence polarization probe displacement; hit rate 0.06% among 320,000; P9WIQ1; inhibition, % at 10 µM; in the data active = inhibition above about 10%, passing the limit was not always enough
Target sequence (P9WIQ1 whole entry, looked up): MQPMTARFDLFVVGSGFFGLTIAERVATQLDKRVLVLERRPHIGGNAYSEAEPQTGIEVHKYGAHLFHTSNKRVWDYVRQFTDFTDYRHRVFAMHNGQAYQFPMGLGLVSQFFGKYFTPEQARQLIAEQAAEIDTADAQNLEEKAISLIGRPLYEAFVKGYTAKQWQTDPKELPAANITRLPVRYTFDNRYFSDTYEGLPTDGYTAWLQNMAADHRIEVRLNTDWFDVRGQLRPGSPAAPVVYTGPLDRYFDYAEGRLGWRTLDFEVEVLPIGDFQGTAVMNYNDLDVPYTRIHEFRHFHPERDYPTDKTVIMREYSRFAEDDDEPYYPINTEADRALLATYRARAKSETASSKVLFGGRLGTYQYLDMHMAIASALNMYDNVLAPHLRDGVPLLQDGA
PfHsp40 yeast: restores yeast growth despite PfHsp40 toxicity | S. cerevisiae expressing PfHsp40, growth rescue, ATP luminescence | growth rescue, % at 12.5 µM | hit rate 0.68% among 340,000 | AID 504582; in the data active = growth rescue above about 28%, passing the limit was not always enough;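 also: yeast W303a lacking pdr1 and pdr3 grown in galactose medium; growth measured after three days at 30 °C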
FadD28 binding: inhibitors of Mycobacterium tuberculosis FadD28 bisubstrate binding; hit rate 0.22% among 360,000; inhibition, % at 12.5 µM; FadD28 bisubstrate probe binding, fluorescence polarization; in the data active = inhibition above about 8.5%, passing the limit was not always enough
BioA inh: blocks M. tuberculosis BioA enzyme activity. inhibition, % at 9.99 µM. purified M. tuberculosis BioA enzyme, plate reader. hit rate 0.096% among 360,000; in the data active = inhibition above about 40%
BH1578 lux ind: inducers of Vibrio cholerae quorum light production without autoinducers; hit rate 0.16% among 350,000; AID 588436; activation, % at 18.7 µM; V. cholerae BH1578 lux reporter, luminescence, 6 h; in the data active = activation mostly above about 9.7%, no sharp cut-off; also: not every result past the cut was called active; inactives centre near 0; reference of the scale not given here
GDH-TPI counter: inhibits GDH-TPI coupling enzymes, artifact for Mtb FBA screen; inhibition, % at 4.8 µM; AID 588335; hit rate 1.2% among 360,000; GDH-TPI coupled enzyme counterscreen, NADH absorbance; in the data active = inhibition above about 30%;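 also: 0% = DMSO wells and 100% = wells lacking the enzyme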
TcdB GH inh: TcdB glycohydrolase inhibition | AID 652162 | inhibition, % at 9.99 µM | TcdB glycohydrolase enzymatic assay, plate reader | P18177 | hit rate 0.24% among 350,000; in the data active = inhibition above about 10%
FBA Mtb inh: inhibits M. tuberculosis FBA enzyme. P9WQA3. purified M. tuberculosis FBA, fluorescence read-out. inhibition, % at 1 µM. hit rate 2.3% among 360,000. AID 588726; in the data active = inhibition above about 27%;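 also: 0% = vehicle and 100% = reference inhibitor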
Target sequence (P9WQA3 whole entry, looked up): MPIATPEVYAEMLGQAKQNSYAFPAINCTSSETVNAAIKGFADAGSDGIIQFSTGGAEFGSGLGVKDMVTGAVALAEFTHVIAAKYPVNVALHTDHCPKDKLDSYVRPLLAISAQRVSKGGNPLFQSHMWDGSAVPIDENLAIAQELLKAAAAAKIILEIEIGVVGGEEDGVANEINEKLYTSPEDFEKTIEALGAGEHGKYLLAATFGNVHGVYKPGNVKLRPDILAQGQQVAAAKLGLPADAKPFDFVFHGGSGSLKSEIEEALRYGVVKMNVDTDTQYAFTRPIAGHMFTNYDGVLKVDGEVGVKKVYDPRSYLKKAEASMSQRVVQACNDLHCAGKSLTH
Y pestis TopoI: inhibitors of Yersinia pestis topoisomerase I; hit rate 0.064% among 360,000; AID 504884; activity, % at 10 µM; Y. pestis Topo-I cleavage product accumulation, plate reader; in the data active = activity above about 50%, passing the limit was not always enough; also: inactives centre near 2
* = called active by the depositor; i = inactive; x = not tested or not shown. Outcome played no part in choosing rows. Share with any hit: about 4.6%.

SMILES | Mtb UGM inh | PfHsp40 yeast | FadD28 binding | BioA inh | BH1578 lux ind | GDH-TPI counter | TcdB GH inh | FBA Mtb inh | Y pestis TopoI
CC(C)(C)C(=O)Nc1ccc(S(=O)(=O)N2CC3CC(C2)c2cccc(=O)n2C3)cc1 (stereo unspecified) | 2.5 | 1.0 | -2.2 | 1.0 | -0.7 | -0.3 | -0.5 | 5.3 | 3.1
CC1CCC2C(=O)N(c3cccc(C(=O)Nc4ccc(F)cc4)c3)C(=O)C2C1 (stereo unspecified) | 3.0 | -0.3 | 1.2 | 3.2 | -0.4 | -0.3 | 1.4 | 1.2 | 7.8
CC(O)[C@H](NC(=O)C1(c2ccccc2)CCN(C(=O)OC(C)(C)C)CC1)C(=O)O (stereo partly specified) | 1.7 | -0.6 | -2.0 | x | -0.3 | -1.8 | x | -5.6 | 1.3
COc1cc(S(=O)(=O)N2CCOCC2)cc(C(=O)OCC(=O)NC2CCCCC2)c1OC | 1.7 | 0.9 | -1.3 | -1.0 | -0.9 | -6.1 | -0.5 | 4.4 | -2.8
CC(=O)Nc1nc(C(=O)O)cs1 | -0.2 | -0.1 | -1.3 | x | -0.3 | -0.3 | 0.9 | 0.5 | -0.9
COc1ccccc1-c1cc(C2CC2)nc(N)c1C#N | -3.9 | -0.3 | -4.6 | 0.4 | -0.4 | 7.1 | x | 14.4 | 12.7
Nc1cc(Cl)cc2c1-c1ccc(Cl)cc1C2O (stereo unspecified) | x | 0.6 | -2.6 | 0.1 | -1.0 | -0.8 | 2.8 | -3.5 | -4.4
O=C(CS(=O)(=O)Cc1ccccc1)Nc1ccc2c(c1)OCO2 | 0.9 | -1.6 | -1.1 | -0.8 | i | 2.5 | 0.8 | 0.6 | 4.4
O=C(OCc1cn([C@@H]2C[C@H](c3ccc(Cl)cc3)N(Cc3cccs3)C[C@H]2O)nn1)c1ccccc1 | x | x | -1.0 | 0.1 | -2.1 | 6.2 | 1.0 | 0.7 | 15.6
COc1ccccc1N1CCN(S(=O)(=O)CCNC(=O)c2ccco2)CC1 | x | x | 0.0 | -0.2 | -0.5 | 9.8 | -0.9 | 0.3 | 4.0
Cc1ccc(CNC(=O)c2ccc(S(=O)(=O)N3CCCC3)cc2)cc1 | x | x | -0.4 | -1.2 | -1.1 | 6.4 | 1.6 | 0.5 | 2.7
O=C(/C=C/c1ccccc1Cl)NCc1ccccc1 | -1.9 | -0.3 | -3.2 | 1.0 | -0.2 | -3.1 | x | -0.5 | 10.0
Cc1nnc(SCC(=O)Nc2ccccc2)n1CCc1ccccc1 | 0.3 | -0.4 | -4.5 | 2.8 | -1.6 | -2.5 | 6.8 | -3.4 | -4.8
CCCOc1ccc(NC(=O)CC2C(=O)N(CC)C(=S)N2CCCN2CCN(Cc3ccccc3)CC2)cc1 (stereo unspecified) | -2.8 | -0.5 | -4.5 | 3.9 | 0.5 | 0.0 | 0.6 | -5.2 | -6.3
Cc1ccc(/C=C(/NC(=O)c2ccccc2)C(=O)NCCc2c[nH]c3ccccc23)o1 | 3.3 | -0.3 | 0.4 | -1.2 | i | 13.6 | x | 3.0 | -2.2
CCOC(=O)Nc1ccc2c(c1)N(C(=O)CCN1CCN3CCCC3C1)c1ccccc1CC2 (stereo unspecified) | -1.4 | -1.4 | -4.0 | -0.6 | i | 1.2 | x | 0.7 | -2.4
C=CCn1c(NC(=O)c2ccccc2)nc2ccccc21 | -2.3 | 2.2 | -2.1 | 6.7 | -1.3 | 9.4 | 1.7 | 2.2 | 0.1
COC(=O)C1=CN(Cc2ccc(OC)c(OC)c2)C=C(C(=O)OC)C1c1cccc(OC)c1OC | 0.9 | 0.2 | -0.7 | 6.7 | -0.6 | 10.8 | 0.1 | 139.9* | 33.3
Cc1cccc2cc(CNCC3CCCO3)c(Cl)nc12 (stereo unspecified) | -0.2 | -1.3 | -2.2 | x | -0.3 | 2.6 | 1.4 | 6.2 | -1.5
CN(C)c1ccc(/C=N/O)cc1 | -1.6 | -0.5 | -4.7 | x | i | 6.9 | 1.0 | 3.2 | -0.3
O=C(CSc1nc2ncc(Cl)cc2[nH]1)NCCc1ccc(F)cc1 | 0.6 | 0.0 | 0.8 | 0.0 | -0.6 | -2.2 | 1.6 | -3.8 | -12.4
CCN(CC(=O)Nc1ccc(NC(C)=O)cc1)C(=O)/C=C/c1cn(-c2ccccc2)nc1-c1cccs1 | 1.8 | 6.3 | -5.7 | 2.7 | i | 8.7 | 0.6 | 13.4 | 5.5
Cc1ccc(S(=O)(=O)N2Cc3ccccc3CC2C(=O)Nn2cnnc2)cc1 (stereo unspecified) | -0.5 | -2.2 | -0.8 | -0.1 | 1.0 | -2.5 | x | 0.7 | 6.8
O=C(NCc1cccnc1)C1COc2ccccc2O1 (stereo unspecified) | x | -0.9 | -1.7 | -2.2 | -0.3 | 19.6 | x | 8.1 | -5.3
COc1cc(-c2nc3n(n2)C(c2ccc(F)cc2)C2=C(CCCC2=O)N3)cc(OC)c1OC (stereo unspecified) | 0.7 | 0.1 | -5.3 | 3.4 | -0.3 | 21.4 | x | 1.7 | 12.2
CC(C)NCc1c(O)c(Br)cc2oc3c(c12)CCCC3 | x | 1.3 | -3.0 | -1.9 | -2.0 | -1.2 | x | -9.8 | -9.8
Clc1cccc(Cl)c1Cn1nnc(N2CCCC2)n1 | 0.6 | -1.1 | -2.5 | 0.3 | -0.9 | -20.0 | -0.3 | -3.6 | 0.4
Cc1cc2cc(CNC(=O)c3ccc(S(=O)(=O)N4CCCC4)cc3)ccc2n1C | -1.3 | 14.2 | 1.0 | -0.6 | i | 15.4 | -0.7 | -1.8 | 18.7
Cc1ccc(S(=O)(=O)N2CCOCC2)cc1C(=O)N1CCOCC1 | -0.8 | -1.0 | 1.3 | -7.4 | -2.9 | 2.8 | x | 0.9 | 7.1
CC(C)=CCCC1=CCC2C(=O)NNC(=O)C2C1 (stereo unspecified) | -0.3 | -1.0 | -2.6 | 0.1 | i | 6.2 | x | -1.6 | -6.6
CCN(CC)c1ccc(C(=O)OCC(=O)N(C(C)C)C(C)C)cc1 | 0.5 | 5.9 | -2.8 | x | i | 22.7 | -4.8 | -1.2 | 13.5
Cn1cc(-c2csc(C(C)(O)c3cccc(F)c3)n2)cn1 (stereo unspecified) | x | x | -4.5 | -0.1 | -0.6 | -0.9 | 1.1 | -1.8 | -1.6
CC(=O)c1cccc(NC(=O)c2ccc(Br)o2)c1 | 2.3 | -0.5 | 0.8 | -0.4 | i | -2.0 | x | 2.0 | -2.9
O=C(NCCc1ccc(Cl)cc1)c1ccc(CS(=O)Cc2ccccc2Cl)o1 (stereo unspecified) | -1.2 | 3.0 | -10.7 | 1.3 | -3.9 | -4.3 | -2.5 | -0.9 | 16.0
CCOC(=O)c1c(CN2CCCCC2)oc2ccc(O)cc12 | 1.5 | 2.0 | -4.9 | 0.1 | -0.3 | -3.4 | x | 2.8 | -1.5
N/C(=N\OC(=O)C(c1ccccc1)c1ccccc1)c1cccnc1 | 2.2 | 3.2 | -4.4 | x | -0.3 | 3.2 | 1.0 | -9.6 | 11.6
CN1CCN(S(=O)(=O)c2ccc(NC(=O)C3CCCO3)cc2)CC1 (stereo unspecified) | 1.3 | -0.7 | -4.9 | -1.5 | i | 0.7 | x | 0.1 | 10.0
CCn1ncc(Br)c1C(=O)Nc1cc([N+](=O)[O-])ccc1C | 0.9 | 0.7 | -4.4 | x | -0.2 | -3.3 | 0.8 | -1.6 | -5.6
CCc1ccc(C(C(=O)NC2CCCC2)N(Cc2cccnc2)C(=O)c2csnn2)cc1 (stereo unspecified) | -1.4 | -0.7 | 0.0 | 0.0 | i | -4.0 | -2.8 | -0.8 | 13.5
CC(=O)NS(=O)(=O)c1cccnc1Nc1ccc(Cl)c(Cl)c1 | -0.1 | -0.7 | -3.8 | 0.6 | 0.4 | 16.9 | x | 18.5 | 4.1

Just Mtb UGM inh (3 entries from above):
Molecule	Mtb UGM inh
Cc1cc2cc(CNC(=O)c3ccc(S(=O)(=O)N4CCCC4)cc3)ccc2n1C	-1.3
Cc1ccc(S(=O)(=O)N2CCOCC2)cc1C(=O)N1CCOCC1	-0.8
CC(C)=CCCC1=CCC2C(=O)NNC(=O)C2C1 (stereo unspecified)	-0.3

Structural class: the compounds so far with an aryl thioether with sulfur outside any ring.
SMILES | Mtb UGM inh | PfHsp40 yeast | FadD28 binding | BioA inh | BH1578 lux ind | GDH-TPI counter | TcdB GH inh | FBA Mtb inh | Y pestis TopoI
Cc1nnc(SCC(=O)Nc2ccccc2)n1CCc1ccccc1 | 0.3 | -0.4 | -4.5 | 2.8 | -1.6 | -2.5 | 6.8 | -3.4 | -4.8
O=C(CSc1nc2ncc(Cl)cc2[nH]1)NCCc1ccc(F)cc1 | 0.6 | 0.0 | 0.8 | 0.0 | -0.6 | -2.2 | 1.6 | -3.8 | -12.4

(further entries)
SMILES | Mtb UGM inh | PfHsp40 yeast | FadD28 binding | BioA inh | BH1578 lux ind | GDH-TPI counter | TcdB GH inh | FBA Mtb inh | Y pestis TopoI
COc1ccc(Cn2cc(CN3CCOCC3)nn2)cc1 | x | x | -0.5 | -1.4 | x | x | 1.6 | 0.5 | x
O=C(COc1cccc2cccnc12)Nc1cccc(S(=O)(=O)N2CCCC2)c1 | -0.6 | 0.2 | -2.7 | -1.0 | 0.7 | -4.8 | -5.1 | 5.1 | -5.4
O=S(=O)(/N=C(/c1ccccc1)N1CCCCC1)c1ccccc1 | -0.4 | -0.2 | 0.2 | x | i | -4.1 | x | 1.4 | 2.8
O=C(CSc1ccccc1)NCc1ccccc1 | -0.6 | -1.1 | -4.4 | 0.4 | i | 5.5 | 0.6 | -0.9 | -4.2
CCCCCCCCc1c(O)nc(-n2[nH]c(C)c(CCO)c2=O)[nH]c1=O | 2.4 | -1.1 | 2.2 | x | -0.6 | 1.9 | -1.5 | -2.4 | -3.5
Nc1nc(CSc2ccccc2)nc(N2CCCCC2)n1 | -1.1 | -0.9 | -2.0 | x | -0.4 | 7.3 | 2.3 | 3.1 | -1.8
CN(CCOc1cccc2ccccc12)Cc1ccccc1 | -0.6 | -2.5 | -2.7 | 0.3 | -0.4 | 2.3 | 0.0 | 3.4 | 15.8
COc1cc(/C=N/NC(=O)CSc2n[nH]c(=O)[nH]c2=O)cc(OC)c1O | 1.2 | 0.0 | 0.8 | x | -0.5 | 13.1 | -25.9 | -0.7 | -8.2
O=C(NNC(=O)C12CC3CC(CC(C3)C1)C2)c1ccccc1O | 1.3 | 2.2 | x | -0.4 | i | 0.4 | -1.7 | 7.8 | 6.2
c1nc(NCC2(N3CCOCC3)CCCCC2)c2ccsc2n1 | -0.8 | -0.1 | -3.6 | 2.2 | -0.3 | -5.9 | x | 2.4 | -8.6
Cc1cccc(-n2c(SCc3cc(=O)n4ccsc4n3)nc3ccccc32)c1 | 1.7 | 0.0 | -3.8 | -0.4 | i | 21.3 | x | 5.1 | 32.8
CC(=O)C1(C)C(=O)N(c2ccc(F)cc2)C(=O)N1c1ccc(F)cc1 (stereo unspecified) | x | -1.1 | -0.6 | x | -1.9 | 0.9 | 1.5 | -0.3 | 2.7
C/C(CC(c1ccccc1)c1c(O)c2ccccc2oc1=O)=N\Nc1ccc([N+](=O)[O-])cc1[N+](=O)[O-] (stereo unspecified) | 5.7 | 0.1 | -1.1 | 0.1 | -4.2 | 3.9 | -0.1 | -0.9 | -8.0
CCOc1cc2[nH]c(=S)n(CCN3CCC(C)CC3)c(=O)c2cc1OCC | -0.1 | -0.9 | -0.5 | -6.5 | -0.3 | 8.7 | x | 2.4 | -0.4
Cc1ccc(/C=N/NC(=O)c2cccc3ccccc23)o1 | -2.4 | -0.3 | -1.9 | x | -0.2 | 11.9 | -0.9 | -1.1 | 6.6
Cc1ccc(S(=O)(=O)NCCc2nnc3ccc(NCCCOC(C)C)nn23)cc1 | 1.3 | 0.7 | -0.6 | x | -0.2 | 0.0 | 0.0 | 2.4 | 3.7
